# hcDAF12 agonist: activators of H. contortus DAF-12 nuclear receptor. HEK293 hcDAF-12 lit1-tk-luc reporter, luminescence; 0% DMSO, 100% Δ7-dafachronic acid. activation, % at 6.8 µM. actives 1.4% (n = 370,000);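 active = activation above the mean of all tested compounds plus 3 SD, cut at about 5.5% in these data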;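 also: 100% = response to 3 µM Δ7-dafachronic acid high control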
# DAX1 inh-1: blocks DAX1 repression of SF-1 activated StAR promoter | HEK293T StAR-luciferase reporter, SF-1/DAX-1 repression relief | inhibition, % at 6.8 µM | actives 1.1% (n = 370,000) | AID 652010;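 active = inhibition above the mean over all tested compounds plus 3 SD, cut at about 3.6% in these data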;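 also: 0% = DAX-1 cells with DMSO and 100% = cells lacking DAX-1 with DMSO; higher inhibition means more luminescence from relief of DAX-1 repression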
# FXN GAA850 act: frataxin GAA850 promoter activation. actives 0.56% (n = 360,000). activation, % at 6 µM. HEK293 lucGAA850 FXN promoter luciferase reporter, 24 h; percent of 10 µM SAHA response. AID 540364;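 active = activation above the average of all compounds screened plus 3 SD, cutoff fixed separately per campaign, cut at about 7.5% in these data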;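 also: 0% = DMSO wells and 100% = 10 µM SAHA wells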
# hgDAF-12 ag: activates the H. glycines DAF-12 receptor ligand-binding domain. activation, % at 6.8 µM. HEK293 GAL4-hgDAF12 UAS-luciferase reporter, agonist luminescence; normalized to butyrate control. actives 1.8% (n = 370,000);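 active = activation above a cutoff set at the mean of all screened compounds plus 3 SD, cut at about 10% in these data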;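 also: 0% = DMSO wells and 100% = sodium butyrate wells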
# NR1D1 modulator: modulates human Rev-erb alpha binding to DNA. actives 0.79% (n = 370,000). P20393. activity, % at 10 µM. AID 1259318. Rev-erbα–FITC-DNA binding, fluorescence polarization, 90 min;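 active = activity above about 14%, limit read from the data; passing the limit was not always enough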;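 also: 0% = DMSO wells with 35 nM protein and 100% = DMSO wells with 750 nM protein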
# ssDAF-12 act: activates DAF-12 receptor from parasite S. stercoralis | HEK293 ssDAF-12/GRIP1 lit1-tk-luc reporter, luminescence; % of 3 µM dafachronic acid response | activation, % at 6.8 µM | actives 1% (n = 370,000) | AID 652126;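 active = activation above the mean over all tested compounds plus 3 SD, cut at about 0.9% in these data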;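 also: 0% = DMSO-only wells and 100% = 3 µM delta7-dafachronic acid wells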
# SMARCA2 activ: SMARCA2 function activation, primary screen. MG213 cells, MMTV-luciferase reporter, dexamethasone, overnight. activation, % at 9.1 µM. actives 1% (n = 370,000); in the data active = activation above about 7.8%;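 also: 0% = vehicle wells and 100% = reference activator wells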
# PLCb3 inh: inhibitors of human phospholipase C beta3; inhibition, % at 12.2 µM; actives 0.18% (n = 370,000); Purified PLC-beta3, fluorogenic substrate, fluorescence; AID 720704; in the data active = inhibition above about 11%;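 also: 0% = median of compound wells on plate and 100% = full blocker control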
# Target sequence (Q01970 whole entry, looked up): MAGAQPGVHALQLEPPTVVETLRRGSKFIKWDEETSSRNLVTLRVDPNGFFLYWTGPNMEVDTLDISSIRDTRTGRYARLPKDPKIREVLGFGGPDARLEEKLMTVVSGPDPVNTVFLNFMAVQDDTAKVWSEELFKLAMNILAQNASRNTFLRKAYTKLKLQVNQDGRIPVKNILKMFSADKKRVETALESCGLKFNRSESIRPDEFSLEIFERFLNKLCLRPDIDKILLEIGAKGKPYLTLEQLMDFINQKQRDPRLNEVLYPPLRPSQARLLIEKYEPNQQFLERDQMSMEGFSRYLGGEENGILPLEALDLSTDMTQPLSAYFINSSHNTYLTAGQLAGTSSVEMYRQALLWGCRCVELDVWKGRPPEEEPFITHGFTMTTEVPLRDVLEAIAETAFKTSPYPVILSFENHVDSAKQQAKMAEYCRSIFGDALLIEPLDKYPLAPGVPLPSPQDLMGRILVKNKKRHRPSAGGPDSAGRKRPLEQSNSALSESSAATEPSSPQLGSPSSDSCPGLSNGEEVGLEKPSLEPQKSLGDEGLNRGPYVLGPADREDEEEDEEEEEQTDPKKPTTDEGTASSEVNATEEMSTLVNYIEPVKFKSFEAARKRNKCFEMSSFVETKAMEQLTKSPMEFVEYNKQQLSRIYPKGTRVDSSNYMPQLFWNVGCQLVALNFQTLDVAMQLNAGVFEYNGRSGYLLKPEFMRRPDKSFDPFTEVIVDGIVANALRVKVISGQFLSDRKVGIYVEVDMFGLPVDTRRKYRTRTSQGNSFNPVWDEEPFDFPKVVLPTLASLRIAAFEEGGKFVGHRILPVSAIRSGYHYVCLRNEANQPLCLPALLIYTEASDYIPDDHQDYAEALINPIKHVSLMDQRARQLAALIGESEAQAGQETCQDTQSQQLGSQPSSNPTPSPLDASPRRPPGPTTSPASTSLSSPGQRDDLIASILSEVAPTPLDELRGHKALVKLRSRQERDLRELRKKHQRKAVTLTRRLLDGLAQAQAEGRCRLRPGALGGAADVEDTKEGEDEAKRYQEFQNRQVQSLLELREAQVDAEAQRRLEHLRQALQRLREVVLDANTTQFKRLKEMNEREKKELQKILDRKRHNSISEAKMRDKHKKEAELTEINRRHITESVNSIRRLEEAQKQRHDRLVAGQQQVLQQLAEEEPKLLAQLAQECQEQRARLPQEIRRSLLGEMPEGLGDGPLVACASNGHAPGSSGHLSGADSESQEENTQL
# HGIII-sPLA2 inh: Blocks human group III sPLA2 activity; Q9NZ20; QFRET BODIPY PC-A2 liposome hydrolysis, fluorescence; inhibition, % at 12.2 µM; actives 0.56% (n = 370,000);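 active = inhibition above mean plus 3 SD of compounds lying within the high and low control bounds, cut at about 19% in these data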;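 also: 0% = median of test compound wells and 100% = no enzyme DMSO wells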
# DAX1 inh-2: inhibitors of human orphan nuclear receptor DAX1 (NR0B1); HEK293 Gal4-DAX1 luciferase reporter, luminescence; AID 504766; actives 0.99% (n = 340,000); inhibition, % at 6.75 µM;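 active = inhibition above the mean over all tested compounds plus 3 SD, cut at about 4.2% in these data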;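 also: 0% = DAX1-transfected cells with DMSO and 100% = empty-vector control cells with DMSO; inhibition shows as a rise in luminescence from relieved DAX1 repression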
# PG9 Ab binder: small molecules binding HIV-1 gp120 antibody PG9; TR-FRET gp120-PG9 antibody binding; inhibition, % at 6.7 µM; actives 0.43% (n = 360,000); in the data active = inhibition above about 8.5%
# The depositor's hits bear a star; i = inactive; · = no result given.
SMILES,hcDAF12 agonist,DAX1 inh-1,FXN GAA850 act,hgDAF-12 ag,NR1D1 modulator,ssDAF-12 act,SMARCA2 activ,PLCb3 inh,HGIII-sPLA2 inh,DAX1 inh-2,PG9 Ab binder
O=C1NC(Cc2ccc(O)cc2)c2nc3ccc(F)cc3c(=O)n2-c2cc3ccccc3cc21 (configuration not stated),-0.5,-5.6,-12,0.6,-2,-1.3,-4,-3,-25,-1.2,-1.0
COc1cccc(CC(=O)Nc2ccc(F)c(S(=O)(=O)N3CCOCC3)c2)c1,0.0,-0.2,1.6,0.0,-4,-1.8,-4,-8,-3,0.5,0.6
Cc1ccc(S(=O)(=O)N2CCCC(C(=O)NCCC(C)C)C2)cc1 (configuration not stated),-2.4,-0.8,-0.9,-0.6,-4,-2.0,-3,4,2,0.2,2.3
O=C(CN1CCCC1)Nc1cc(F)ccc1F,-0.1,-0.2,1.5,-1.7,-3,-0.2,-1,2,3,1.8,1.2
COc1ccc(C(=O)Nc2ccccc2C(=O)Nc2ccccn2)cc1,-0.3,0.2,1.6,-0.9,-3,-1.1,1,-13,1,-1.5,-2.1
C/C(CCS(=O)(=O)c1ccccc1)=N/O,2.4,0.1,0.7,-2.1,1,-0.6,-2,-1,6,0.2,-0.7
CCN1Cc2c(cc(OC)c(OC)c2OC)-c2ccccc2S1(=O)=O,-0.6,-1.3,2.2,0.4,-9,-0.3,-3,-3,-2,-0.4,-1.1
COc1ccc(S(=O)(=O)N2CCC(C(=O)N3CCCCC3)CC2)cc1Cl,-1.7,-0.9,0.6,-5.0,0,-1.4,-3,2,-9,-0.9,-0.6
CCC(C)NS(=O)(=O)c1ccc(OCC(=O)Nc2ccc3c(c2)OCO3)cc1 (configuration not stated),-2.1,0.3,3.3,-0.2,-4,-1.6,1,1,-6,-0.5,0.9
CC(NC(=O)c1cccc(Br)c1)c1ccccc1 (configuration not stated),-2.3,-0.8,-0.3,-1.0,7,-1.8,0,0,-1,0.4,0.8
COc1ccc(C(=O)O/N=C(\N)c2cccc(C)c2)cc1OC,0.1,0.2,0.8,2.5,-2,-0.5,4,4,2,3.3,-2.5
CC1=NCC(C)c2c1[nH]c1ccccc21 (configuration not stated),0.7,0.3,2.4,-1.1,9,0.0,-4,i,-3,-1.4,-1.1
Cc1ccc(S(=O)(=O)c2c(N)n(/N=C/c3ccco3)c3nc4ccccc4nc23)cc1C,0.2,-0.5,2.4,-0.8,-1,-0.3,0,-65,-3,1.1,-0.4
CC(C)c1cc(C(C)C)c(S(=O)(=O)N2CCC(C(=O)NCC3COCCO3)CC2)c(C(C)C)c1 (configuration not stated),-3.5,-0.5,·,-0.9,4,-1.2,-4,0,-12,·,·
COc1ccccc1CNC(=O)c1cc2c(=O)[nH]c3ccccc3c2n1C,-0.5,-0.5,·,-1.6,2,-1.9,1,4,2,·,-1.9

# In a second layout: entries from further up.
# Sequence of screens – hcDAF12 agonist	DAX1 inh-1	FXN GAA850 act	hgDAF-12 ag	NR1D1 modulator	ssDAF-12 act	SMARCA2 activ	PLCb3 inh	HGIII-sPLA2 inh	DAX1 inh-2	PG9 Ab binder
> COc1ccc(C(=O)O/N=C(\N)c2cccc(C)c2)cc1OC
 : 0.1	0.2	0.8	2.5	-2	-0.5	4	4	2	3.3	-2.5
> CC1=NCC(C)c2c1[nH]c1ccccc21 (configuration not stated)
 : 0.7	0.3	2.4	-1.1	9	0.0	-4	i	-3	-1.4	-1.1
> Cc1ccc(S(=O)(=O)c2c(N)n(/N=C/c3ccco3)c3nc4ccccc4nc23)cc1C
 : 0.2	-0.5	2.4	-0.8	-1	-0.3	0	-65	-3	1.1	-0.4
> CC(C)c1cc(C(C)C)c(S(=O)(=O)N2CCC(C(=O)NCC3COCCO3)CC2)c(C(C)C)c1 (configuration not stated)
 : -3.5	-0.5	·	-0.9	4	-1.2	-4	0	-12	·	·
> COc1ccccc1CNC(=O)c1cc2c(=O)[nH]c3ccccc3c2n1C
 : -0.5	-0.5	·	-1.6	2	-1.9	1	4	2	·	-1.9

# Next records follow:
SMILES,hcDAF12 agonist,DAX1 inh-1,FXN GAA850 act,hgDAF-12 ag,NR1D1 modulator,ssDAF-12 act,SMARCA2 activ,PLCb3 inh,HGIII-sPLA2 inh,DAX1 inh-2,PG9 Ab binder
CC1CC(C)CN(S(=O)(=O)c2ccc(C(=O)N(c3ccccn3)C3CCCCC3)cc2)C1 (configuration not stated),-0.2,-1.3,2.7,0.9,3,-1.2,2,-1,3,-0.1,0.5
CC(=O)c1nc2ccccc2n1S(=O)(=O)c1ccc(Cl)cc1,0.5,1.0,2.8,-1.9,-1,-0.9,1,-77,2,-0.4,0.4
CCC(C(=O)N1CCC(N2CCCCC2)CC1)n1nc(C)c2sc3ccccc3c2c1=O (configuration not stated),-1.6,-1.4,0.6,1.3,4,-1.2,0,-4,-6,1.0,-0.4
CCCCN1C(=O)C(CC(=O)NCCN2CCOCC2)CC(C(=O)N(C(C)C)C(C)C)=C1C (configuration not stated),0.6,0.1,0.0,3.0,-2,-0.4,0,2,0,-0.3,-2.4
O=S(Cc1ccc(Cl)cc1)c1ncc(CO)n1Cc1ccccc1 (configuration not stated),0.5,-1.3,-1.6,0.8,·,-1.7,0,0,-1,-0.1,-0.9
O=C(CCN1C(=O)C2C3C=CC(C4CC34)C2C1=O)OCC(=O)c1ccccc1 (configuration not stated),-1.3,-0.8,-0.8,-2.6,-2,-1.1,-1,-11,1,0.8,-2.8
COc1ccc(S(=O)(=O)N2CCCCCC2)cc1C(=O)NCc1cccs1,-0.3,1.0,2.5,0.6,1,-1.2,-3,-7,-7,0.1,-0.2
CC1C=CCC2C(=O)N(c3cccc(C(=O)Nc4ccc(F)cc4)c3)C(=O)C12 (configuration not stated),0.0,-1.3,-0.8,-1.1,-2,-1.0,0,-6,-17,0.0,0.4
O=C(/C=C(\Nc1cccc(Cl)c1F)c1ccccc1)c1ccccc1,0.3,0.0,·,4.9,4,-1.1,1,4,1,·,1.4
Cc1ccc(N2CCN(S(=O)(=O)c3ccc(F)cc3)CC2)c(C)c1,-0.5,-1.2,-0.5,2.3,-2,-1.1,1,6,0,-2.1,-0.2
CCN(CC)CCNC(=O)NC(=O)c1ccc(Cl)cc1,0.0,-0.1,-4.2,-1.0,4,-0.6,-2,3,8,1.4,0.4
COc1ccc(CNC(=O)C2CCC(CNc3c(N4CCCCC4)c(=O)c3=O)CC2)cc1 (configuration not stated),2.6,0.1,2.8,0.6,-1,0.7,-3,-10,6,-0.2,0.7
Cc1cccc(OCC(O)Cn2c(-n3nc(C)cc3C)nc3c2c(=O)[nH]c(=O)n3C)c1 (configuration not stated),-0.7,0.3,-1.4,-0.9,-1,-1.2,-1,4,-1,-1.4,-4.2
NC(=S)NN=C1c2cc(S(=O)(=O)N3CCOCC3)ccc2-c2ccc(S(=O)(=O)N3CCOCC3)cc21,0.8,-0.8,1.4,-0.2,11,-1.3,-3,3,-11,-0.5,-2.4
COc1cc(OC)cc(C(=O)NC2CCN(CC(=O)Nc3cccc4ccccc34)CC2)c1,-2.2,0.0,0.1,-0.7,0,-1.5,-2,9,-13,0.1,0.2
O=C(NCc1ccccc1Cl)c1ccc2ccccc2n1,7.7*,0.1,5.7,11*,0,1.1*,1,-20,0,-0.1,0.6
COc1ccc(N2CCN(C(=O)c3cc4ccccc4o3)CC2)cc1,0.2,-0.3,1.2,-1.4,-4,-0.9,-3,2,2,0.5,1.2
CCC(/C=C1\Sc2ccc(OC)cc2N1CCO)=C\c1sc2ccc(OC)cc2[n+]1CCO,-3.5,-1.5,-0.5,0.8,-3,-1.8,-4,2,-5,0.1,-30
COc1ccc(O)cc1CN1CCN(c2ncc(Cc3ccccc3)cn2)CC1,-2.1,-0.7,·,-1.1,0,-0.5,-6,-5,-18,·,-1.2
c1ccc(-c2ncc(-c3ccn[nH]3)s2)cc1,5.4,5.4*,2.4,22*,1,2.0*,5,-175,-8,-0.1,1.1
Cc1ccc(OCCCC(=O)Nc2ccc(S(=O)(=O)Nc3cc(C)on3)cc2)cc1,-0.2,0.3,0.3,1.0,2,-0.5,-1,-2,-46,-1.2,0.6
C/C(=N/NC(=O)c1ccc(Br)o1)c1ccc(C)o1,8.8*,1.7,5.0,12*,2,1.6*,2,-2,-5,1.9,-1.8
CCOc1ccc(NS(=O)(=O)c2ccc3c(c2)N(C(C)=O)CC3)cc1,-1.5,-0.4,0.4,-4.6,-1,-1.6,0,0,-1,2.0,0.0
COc1cc(/C=N/NC(=O)c2ccc(O)cc2)ccc1Oc1ccc([N+](=O)[O-])cn1,-1.7,-1.3,0.3,-0.7,1,-0.6,-2,3,-11,-0.9,-0.1
OC(CNC1CCCc2ccccc21)COc1ccc2ccccc2c1 (configuration not stated),1.1,-0.6,-0.3,-0.7,0,-1.6,-1,2,-10,-0.2,-3.8
O=C(Cc1ccccc1)c1c[nH]c(C(=O)NCc2ccncc2)c1,-0.2,0.0,0.3,-2.8,0,-1.4,5,-5,3,0.0,-1.4
COC(=O)c1[nH]c2cccc(OC)c2c1NC(=O)CCN1CCN(c2ccccc2F)CC1,-2.4,0.2,·,-3.3,-5,-1.5,0,-270,1,·,-1.0
COc1ccc(-c2nnc(SCc3ccccc3F)o2)cc1OC,-0.1,0.8,7.3,6.7,6,-1.2,4,7,-4,1.2,0.8
O=[N+]([O-])c1cccc(S(=O)(=O)N2CCCCC2c2cccnc2)c1 (configuration not stated),-0.9,-0.3,-0.1,1.4,0,-0.8,0,1,5,2.5,0.1
COc1ccc(N2CCC(CNC(=O)Nc3ccc(OC)cc3OC)C2)cc1 (configuration not stated),-1.3,0.0,-1.2,-0.9,0,-1.4,-1,-3,1,-0.9,-8.4
COc1cccc(Nc2nc(=O)[nH]nc2C)c1,-2.0,-0.2,-1.6,-1.5,1,-1.2,-5,4,4,0.2,-0.9
COc1cc(/C=C/C(=O)Nc2ccc(C(C)=O)cc2)cc(OC)c1OC,-2.7,-0.7,2.4,-3.2,2,-1.3,-2,-35,-8,-1.3,-1.6
CCOC(=O)c1c(-c2ccccc2)csc1NC(=S)N(CC)CC,0.4,0.0,3.2,4.8,-2,-0.3,-1,5,6,-1.1,0.1
Cc1ccc(S(=O)(=O)N2CCCCC2)cc1NC(=O)Cn1ncc(Cl)c(Cl)c1=O,-2.5,-0.3,-5.2,-8.9,-3,-0.8,-8,-3,-6,-1.3,-4.1
O=C(O)CCC(=O)N1N=C(c2ccco2)CC1c1cccs1 (configuration not stated),2.0,-0.1,3.2,-0.1,3,0.0,-5,0,4,-0.4,-1.0
O=C(NC1CCOc2ccccc21)c1ccc(Cl)nc1 (configuration not stated),2.5,0.1,1.0,1.2,5,0.1,1,-4,1,0.5,-0.9
CS(=O)(=O)c1ccc2nc(NC(=O)c3ccccc3Br)sc2c1,3.7,0.4,4.2,8.2,-2,-0.5,7,-26,-2,0.2,-1.1
